BLM helicase inh = blocks DNA unwinding by human BLM helicase; P54132; 350,000 compounds, 0.2% hits; Potency, µM (doses to about 56.1 µM), for inactives: at the top dose activity change, negative = inhibition, actives largely listed as inhibitors; recombinant BLM DNA unwinding, fluorescence dequenching;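 note: potency is the fitted concentration of half-maximal effect; plate controls were vehicle for no effect and no enzyme for full effect; nearly all actives have a fitted effect of over 35% in size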
APE1 inh = blocks human APE1 abasic DNA cleavage; 350,000 compounds, 0.35% hits; Potency, µM (titrated, usually from 65.8 µM), for the others: at the highest dose activity change, negative = inhibition, hits mostly inhibitors; recombinant APE1, TAMRA/BHQ-2 abasic DNA cleavage fluorescence; AID 2517; P27695;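 note: potency is the fitted concentration of half-maximal effect; plate controls were vehicle for no effect and reference inhibitor for full effect; nearly all actives have a fitted effect of over 55% in size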
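APE1 at 0.75 nM final was preincubated with compound 15 min at room temperature, then 50 nM double-stranded THF abasic-site substrate (5'-TAMRA/3'-BHQ-2) was added. Fluorescence (ex 525/em 598 nm) was read kinetically; third-minus-first read gave activity.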
GRP78 ERSR act = ER stress response induction in glioma | Potency, µM, for the others: at the highest dose activation, usual class: activators | U87-MG GRP78 promoter luciferase reporter, 16 h | 420,000 compounds, 0.02% hits; note: potency is the fitted concentration of half-maximal effect; series mostly up to about 76 µM; % of control where 0% means no effect; nearly all actives have a fitted effect of over 35% in size
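Stably transfected U87-MG human glioma cells carrying a GRP78-based luminescent sensor were seeded at 1000 cells/well, pin-dosed with compounds and incubated 16 h. Luciferase reagent was then added, and end-point luminescence was read after 10 min at room temperature.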
Pol beta inh = DNA polymerase beta (human) inhibition. P06746. Pol beta primer extension/strand displacement, fluorescence kinetic. Potency, µM (titrated, usually from 114 µM), for inactives: at the highest dose activity change, negative = inhibition, actives largely listed as inhibitors. 340,000 compounds, 1.3% hits; note: potency is the fitted concentration of half-maximal effect; % is set by controls: 0 for no effect and ±100 for the full control effect
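Enzyme-only controls used 10 nM Pol beta; buffer lacking enzyme served as negative control. Compound preincubated 15 min, then 50 nM substrate added; 0 and 10 min reads at room temperature.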
Pol iota inh = DNA polymerase iota (human) inhibition; Pol iota fluorescent replication assay, 10 min; Potency, µM (series often up to 115 µM), inactives show at the highest dose activity, negative = inhibition, most hits filed as inhibitors; 390,000 compounds, 1% hits; AID 588590; note: potency is the fitted concentration of half-maximal effect
Target sequence (Q9UNA4 whole entry, looked up): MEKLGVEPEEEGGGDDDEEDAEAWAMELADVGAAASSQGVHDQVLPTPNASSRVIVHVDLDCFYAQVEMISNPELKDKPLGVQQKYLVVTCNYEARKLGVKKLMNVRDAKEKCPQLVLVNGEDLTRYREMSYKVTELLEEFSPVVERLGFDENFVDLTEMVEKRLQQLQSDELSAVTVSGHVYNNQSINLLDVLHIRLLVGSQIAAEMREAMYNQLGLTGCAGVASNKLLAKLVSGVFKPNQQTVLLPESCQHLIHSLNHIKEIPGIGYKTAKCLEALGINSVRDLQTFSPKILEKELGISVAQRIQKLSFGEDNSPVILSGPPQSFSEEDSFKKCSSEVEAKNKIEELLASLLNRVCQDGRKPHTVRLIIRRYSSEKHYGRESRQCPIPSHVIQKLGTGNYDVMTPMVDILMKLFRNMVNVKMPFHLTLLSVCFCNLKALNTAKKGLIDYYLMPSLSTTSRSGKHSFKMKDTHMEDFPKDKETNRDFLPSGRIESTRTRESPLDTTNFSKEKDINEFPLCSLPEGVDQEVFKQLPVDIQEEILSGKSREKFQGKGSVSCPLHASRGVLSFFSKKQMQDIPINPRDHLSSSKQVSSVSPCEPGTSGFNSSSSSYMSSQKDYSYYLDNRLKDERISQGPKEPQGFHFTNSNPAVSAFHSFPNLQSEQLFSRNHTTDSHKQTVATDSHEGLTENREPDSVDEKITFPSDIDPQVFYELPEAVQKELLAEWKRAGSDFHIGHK
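Fluorescent replication assay read twice, at 0 min and 10 min after adding 50 nM (final) substrate. Enzyme (10 nM) and compounds were first incubated 15 min at room temperature; enzyme-free buffer wells were negative controls.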
LDHA block = blocks human lactate dehydrogenase A; purified LDHA, NADH/diaphorase-resazurin fluorescence; stronger effect = lower value; activity change, % (values are at about 110 or 230 µM); 480,000 compounds, 0.15% hits; in the data active = activity change below about -30%; inconclusive = mostly about -25% to -30%;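 note: plate controls were DMSO wells for no effect and wells without enzyme for full effect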
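Remaining NADH was detected by diaphorase (0.133 mg/mL) converting 37 µM resazurin to fluorescent resorufin, read at 0 and 20 minutes. The preceding 5-minute room-temperature reaction used 2 nM LDHA, 0.2 mM sodium pyruvate and 0.06 mM NADH at pH 7.4.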
POLH inh = inhibitors of human DNA polymerase eta | Q9Y253 | recombinant Pol eta, fluorescent DNA replication assay | Potency, µM (highest dose often 114 µM), for the others: at the highest dose activity change, negative = inhibition, hits mostly inhibitors | 390,000 compounds, 1.2% hits | AID 588591; note: potency is the fitted concentration of half-maximal effect; % is set by controls: 0 for no effect and ±100 for the full control effect
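Fluorescent replication assay: 50 nM final substrate added after a 15 min room-temperature compound preincubation with 10 nM enzyme. Signal taken at 0 min and again at 10 min.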
Anesthetic bind = binds horse apoferritin like a general anesthetic; P02791; apoferritin/1-aminoanthracene competitive binding, fluorescence; Potency, µM (top dose mostly 77.5 µM), for the others: at the highest dose activity change, negative = displacement, actives largely listed as inhibitors; 350,000 compounds, 0.074% hits; AID 485281; note: potency is the fitted concentration of half-maximal effect; % is set by controls: 0 for no effect and ±100 for the full control effect; nearly all actives have a fitted effect of over 20% in size
Target sequence (P02791 2-175 limits assumed): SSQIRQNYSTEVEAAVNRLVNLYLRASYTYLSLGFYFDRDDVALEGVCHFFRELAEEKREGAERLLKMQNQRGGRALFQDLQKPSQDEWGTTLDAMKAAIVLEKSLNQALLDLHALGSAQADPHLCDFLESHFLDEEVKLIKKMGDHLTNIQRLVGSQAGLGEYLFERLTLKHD
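In PBS, apoferritin at 10 uM is loaded with 1-AMA from a 50% saturated solution. After 10 min of compound exposure at ambient temperature, reduced 535 nm fluorescence indicates probe displacement.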
POLK inh = DNA polymerase kappa (human) inhibition; Q9UBT6; purified Pol kappa, fluorescent DNA synthesis assay, 10 min; Potency, µM (titrated, usually from 107 µM), inactives show at the highest dose activity, negative = inhibition, most hits filed as inhibitors; 400,000 compounds, 0.53% hits; AID 588579; note: potency is the fitted concentration of half-maximal effect; % is set by controls: 0 for no effect and ±100 for the full control effect
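50 nM final substrate added after 15 min RT preincubation of 10 nM Pol kappa with compound; fluorescence read at 0 and 10 min.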
* hit, by the source's call; ? = inconclusive; . = no result given; & = joins results of further samples; [ ] = another dose, or the depositor's remark. Unless noted, calls come from the whole dose curve; as a rule, active = well fitted curve in the direction sought with a large enough effect; inconclusive = small, poorly fitted or top-dose-only effect, or another doubt; inactive = no such curve, though single readings can be large; an effect the other way counts as inactive or inconclusive. A portion of the library; count on the stated rates, not on these rows.

smiles | Anesthetic bind | POLK inh | POLH inh | BLM helicase inh | APE1 inh | Pol beta inh | GRP78 ERSR act | Pol iota inh | LDHA block
Cc1ccc(C)c(NC(=S)NNC(=O)c2csc3c2CCCC3)c1 | ? | -15% | -8% | -1% | -4% | 30% | 4% | 5% | 1
CCOCC(=O)Nc1ccc([N+](=O)[O-])cc1Cl | -12% | -4% | -14% | -3% | 3% | 32% | -3% | -7% | -9
Cn1c(/C=C/c2ccccc2[N+](=O)[O-])nc2ccccc2c1=O | -8% | -2% | -2% | -4% | 15% | 2% | 1% | 5% | -6
CCOc1ccc(Br)cc1S(=O)(=O)N1CC(C)OC(C)C1 (stereo unspecified) | -18% | 4% | -11% | -2% | 0% | -1% | -5% | 11% | -5
O=C(COC(=O)c1ccc(CSc2ccc(Cl)cc2)cc1)Nc1ccccc1 | -5% | -16% | -10% | 1% | 10% | -7% | 0% | 4% | -4
CC1CCCN(CCCNC(=O)c2ccc(N3CCCC3=O)cc2)C1 (stereo unspecified) | 0% | -5% | -12% | 2% | 7% | 29% | -4% | 29% | -3
COC(=O)CCCNS(=O)(=O)c1ccc2ccccc2c1 | -2% | 2% | -10% | 2% | 2% | 18% | -3% | 4% | -1
C[C@@H]1NC(=O)c2cc([N+](=O)[O-])cc(I)c2NCCCC[C@@H](C(N)=O)NC(=O)[C@H](CCC(=O)O)NC1=O | -1% | ? | 22µM* | 0% | 0% | 0% | -1% | 40µM* | -2
CN1C=CC(=O)[C@@H](O)[C@H]1c1ccccc1Br | . | 0% | -16% | . | . | . | 0% | 37% | -1
COC(=O)c1ccccc1NC(=O)Cn1cnc2c1c(=O)n(C)c(=O)n2C | . | -8% | -20% | . | . | . | -1% | -3% | -7
C=CCc1cccc(/C=N/n2c(C)nnc2C)c1O | -9% | -17% | -4% | -1% | 1% | 16% | 6% | 3% | -2
COc1cc(/C=C(\C#N)c2nc3c(s2)CC(C)CC3)ccc1O (stereo unspecified) | ? | . | . | -17% | -3% | -9% | . | . | .
Cc1cccc(OCC(=O)NCCCNC(=O)c2cnccn2)c1 | -9% | -8% | -7% | 0% | -3% | 28% | 0% | -2% | 2
O=C1CCC(C(=O)N(Cc2cccs2)C2(C(=O)NC3CCCCC3)CCCCC2)N1 (stereo unspecified) | -5% | 5% | -18% | -5% | 0% | 7% | -1% | 140%[activator] | -2
CCOC(=O)CN(C#N)c1nc(C)cc(C)n1 | 11% | -9% | 14% | 1% | 8% | -4% | -2% | 2% | 0
CC1=NNC(=O)C1CCC(=O)N/N=C(/C)c1ccc([N+](=O)[O-])cc1 (stereo unspecified) | -5% | -18% | 0% | -2% | 5% | 5% | -3% | 15% | -4
CC1(C)Cc2cccc(OCC(=O)OCC(=O)Nc3ccccc3)c2O1 | . | -8% | -7% | . | 21% | . | -4% | 12% | -5&4
Cc1ccn2c(=O)nc(SCC(=O)N3CCC(Cc4ccccc4)CC3)nc2c1 | . | -22% | ? | . | 4% | . | -4% | ? | 2
COc1ccc(CCNC(=O)CSc2nc(-c3ccc(OC)c(OC)c3)ccc2C#N)cc1 | -5% | -20% | -17% | 0% | 11% | 1% | 0% | -15% | -2&3
Cc1cc(C(=O)CSc2cccc[n+]2[O-])c(C)n1-c1ccc(Br)cc1 | -22% | . | . | 1% | 2% | 7% | . | . | .
CC(C(=O)Nc1ccc(C#N)cc1)N(C)Cc1cccs1 (stereo unspecified) | 1% | -5% | -15% | -4% | -18% | 13% | 0% | -9% | -3
CCOC(=O)c1ccc2[nH]c3c(c2c1)CCCCC3=O | -12% | -7% | 4% | 2% | -6% | 7% | 5% | -12% | -2
O=C(CNCc1cccs1)NC12CC3CC(CC(C3)C1)C2 | ? | -14% | -4% | 0% | 9% | -5% | 0% | 179%[activator] | -18
COc1ccccc1NC(=O)N1CCCC1C(=O)NCC1CCCO1 (stereo unspecified) | -8% | -5%[60.1 µM] | -4% | 4% | 4% | 14% | -1% | 5% | 2
CC(SCc1ccccc1)C(=O)Nc1ccc2c(c1)OCO2 (stereo unspecified) | -18% | -19% | -3% | -7% | -3% | 2% | 8% | 17% | 2
Cc1nc(SCC(=O)c2ccccc2)c([N+](=O)[O-])[nH]1 | ? | -23% | -21% | -4% | 0% | 20% | -1% | -8% | -5
CCOC(=O)c1c(NC(=O)c2ccc(S(=O)(=O)N(CC)CC)cc2)sc2c1CCCCC2 | 6% | -13% | -11% | -3% | . | 0% | -2% | -3% | -12
O=C(OC(C(=O)NC1CCCC1)c1ccc(F)cc1)c1ccno1 (stereo unspecified) | -11% | 7% | -12% | -3% | -1% | 31% | -4% | 10% | -12
S=C(NCc1ccc(Cl)c(Cl)c1)Nc1ccc2c(c1)OCO2 | -8% | 2% | -3% | -10% | 2% | 8% | -6% | 17% | -6
CCOC(=O)C(Cc1c(F)cccc1Cl)c1ccno1 (stereo unspecified) | -20% | -20% | -7% | -7% | -8% | 1% | -2% | -3% | -2
CCc1cccc(OCC(=O)Nc2ccccc2N2CCCC2)c1 | . | -20% | -19% | . | -14% | . | -4% | 17% | -1
Cc1ccc(OCc2cc(C(=O)N3CCN(C4CCCC4)CC3)no2)cc1C | ? | 0% | -13% | -6% | 48% | -6% | 0% | 30% | -3
COc1ccc(CCNC(=O)CCNC(=O)c2ccc(Cl)cc2)cc1OC | -8% | 0% | -5% | 4% | 1% | 10%[57.1 µM] | -2% | 0% | 0
CC(=O)OCC1OC(n2cc(F)c(=O)[nH]c2=O)C(OC(C)=O)C1OC(C)=O (stereo unspecified) | . | -18% | -17% | . | . | . | -3% | 2% | -10
COc1ccc(CCNC(=O)C(=O)NCC(c2ccco2)S(=O)(=O)c2ccc(C)cc2)cc1 (stereo unspecified) | -10% | 1%[60.1 µM] | 9% | 1% | . | -5% | -4% | -8% | -4
CC(C)(C)NC(=O)c1ccc(Cn2cc(C(F)(F)F)ccc2=O)cc1 | -6% | 2% | -2% | -2% | -6% | -10% | -3% | 21% | -6
C/C(=C\c1ccccc1)C(=O)Nc1ccc(Cl)cn1 | -15% | -3% | -17% | -2% | -1% | 34% | -6% | -2% | -1
O=C(C1=C(Nc2ccccc2)c2ccccc2S(=O)(=O)N1)c1ccccc1 | -4% | -18% | -17% | -9% | 2% | 0% | -1% | 10% | -2
O=C(CN1C(=O)NC(c2ccccc2)(c2ccccc2)C1=O)N1CCOCC1 | . | 11% | -5% | . | -2% | . | -2% | -13% | -1
CC(C)NC(=O)Cc1ccc(Br)cc1 | -17% | -4% | -9% | 1% | -7% | 33% | -3% | 30%[activator] | 1
N=c1c(C(=O)NCc2ccco2)cc2c(=O)n3ccccc3nc2n1CC1CCCO1 (stereo unspecified) | . | -8% | ? | . | . | . | 3% | ? | -1
COCc1ccccc1C1=CC(=O)C[C@H](c2ccc(F)cc2)C1 | . | -2% | -18% | . | -1% | . | -4% | -18% | -2
CN(C)c1cccc2c1c(NC(=O)Nc1ccc(F)cc1F)nn2C | -16% | -3% | -3% | -15% | -6% | 6% | -3% | 67%[activator] | 6
Cc1ccccc1N1C(=O)Cc2ccccc2C1=O | 0% | -10% | -4% | -3% | 75%[activator] | -26% | -2% | 17% | -3
CCOc1ccccc1NC(=O)Cn1nnc(C(=O)NCc2ccco2)c1N | 271%[activator] | ? | ? | -11% | 10% | ? | -10% | ? | -7

Entries of single compounds from above. Order of screens: Anesthetic bind | POLK inh | POLH inh | BLM helicase inh | APE1 inh | Pol beta inh | GRP78 ERSR act | Pol iota inh | LDHA block
Listed for CCOc1ccccc1NC(=O)Cn1nnc(C(=O)NCc2ccco2)c1N = 271%[activator] | ? | ? | -11% | 10% | ? | -10% | ? | -7
Listed for N=c1c(C(=O)NCc2ccco2)cc2c(=O)n3ccccc3nc2n1CC1CCCO1 (stereo unspecified) = . | -8% | ? | . | . | . | 3% | ? | -1
Listed for COCc1ccccc1C1=CC(=O)C[C@H](c2ccc(F)cc2)C1 = . | -2% | -18% | . | -1% | . | -4% | -18% | -2

More entries follow.
smiles | Anesthetic bind | POLK inh | POLH inh | BLM helicase inh | APE1 inh | Pol beta inh | GRP78 ERSR act | Pol iota inh | LDHA block
Cn1cnnc1SCC(=O)c1cc2ccccc2oc1=O | -6% | ? | ? | -7% | -5% | ? | 1% | ? | 8
CCOc1ccccc1CNC(=O)Cn1nc(N2CCN(c3ccccc3)CC2)ccc1=O | -12% | -11% | 1% | -3% | . | -1% | -3% | 3% | 1
CC(=O)N1c2ccc(S(=O)(=O)N3CCC(C(=O)N4CCCC(C)C4)CC3)cc2CC1C (stereo unspecified) | -8% | 0% | -23% | 0% | 19% | 83% | 0% | 2% | -2
COc1cc2c(cc1OC)C(c1cc(-c3cc(Cl)ccc3Cl)oc1C)=NCC2 | . | -9% | . | . | . | . | -4% | -14% | 4
COc1cc(C(c2nnnn2C2CCCC2)N2CCc3ccccc3C2)ccc1O (stereo unspecified) | -21% | -19% | -16% | -2% | -3% | 9% | 0% | 26% | 7
COc1cc(/C=C2\Oc3cc(O)ccc3C2=O)ccc1O | 261%[activator] | -29% | -13% | -9% | -7% | ? | 1% | ? | 0
Cc1cc(N2C(=O)c3ccccc3C2=O)n(C)n1 | 4% | 15% | -11% | -9% | 14% | 40% | 1% | 43%[activator] | 0
S=c1nc(-c2sccc2OCc2ccc(Cl)cc2Cl)[nH][nH]1 | -14% | -3% | -16% | -4% | -5% | -1% | -1% | 85%[activator] | 2
O=C(CCc1ccccc1)NNC(=S)NC(=O)c1ccc(Cl)cc1 | -14% | -8% | 12% | -2% | 1% | 90% | 5% | -16% | -1
O=C(Nc1cccc(-c2nnn(CC(=O)N3CCc4ccccc4C3)n2)c1)C1CCC1 | 1% | -3%[60.1 µM] | -5% | -19% | 10% | 1% | -1% | 20% | -3
Cc1nc(NCCCO)c(C#N)c2c1COC(C)(C)C2 | -7% | 8% | -3% | -2% | -9% | 53% | 0% | -11% | 3
Cc1ccccc1Cn1c(=O)n(CC2CCC(C(=O)N3CCC(C)CC3)CC2)c(=O)c2sccc21 (stereo unspecified) | -17% | -1% | -10% | -11% | . | 0% | -6% | -13% | -8
